High-throughput results from PubChem BioAssay.
esBAF inh: inhibitors of esBAF chromatin remodeling in mouse ES cells. Bmi1-luciferase knock-in reporter, 24 h; 100% = twice the neutral-well signal. reporter increase, % at 12.5 µM. hit rate 2% among 350,000; in the data active means activation above about 40%; inconclusive means no clear call, values can overlap the other calls;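 further: 0% = median of the plate's neutral control wells and 100% = double that signal; a rise in the Bmi1 reporter signal indicates esBAF inhibition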
XiGFP reactiv: X-chromosome reactivation activator; XiGFP mouse fibroblasts, % GFP-positive cells imaging, 3 d; cells co-treated with 5-aza-dC sensitizer; scaled so ellipticine positive control = 100%; activation, % at 7.58 µM; hit rate 0.055% among 360,000; AID 743238;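 active means mean normalized replicate activation at least 10% and every replicate at or above 10%; inconclusive means only one of the two criteria met; inactive means mean below 10% and not all replicates reach 10%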;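 further: 0% = median of on-plate neutral control wells and 100% = ellipticine 6 µM median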
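Material: XiGFP fibroblasts, SV40-immortalized. Buffer or medium: DMEM plus 5-aza-dC sensitizer. Compound: single concentration per compound, delivered by pin transfer. Times: 3 days compound exposure. Controls: ellipticine 6 µM.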
ERAP1 HTS inh: blocks human ERAP1 aminopeptidase activity | recombinant ERAP1, Leu-AMC fluorescence, 60 min | inhibition, % at 10.7 µM | hit rate 0.15% among 340,000;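 active means mean replicate inhibition of at least 30%, or all replicates individually reaching that 30% level; inactive means mean below 30% and not every replicate reaching it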;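 further: 0% = neutral control wells and 100% = L-leucinethiol positive control wells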
E-sel inducer: induces E-selectin expression in human endothelial cells; P16581; AID 686992; activation, % at 7.58 µM; hit rate 0.37% among 260,000; HUVEC E-selectin immunofluorescence imaging; normalized: neutral wells 0, TNF-alpha wells 100;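 active means mean E-selectin-positive cell signal at least 10% of the positive control, reached in at least 60% of replicates, without over 20% cell loss; inconclusive means no rule given, readout overlaps actives, possibly toxicity-flagged; inactive means the rest, including those meeting only one limit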;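 further: in these data hits start at about 27%; measured in HUVEC primary endothelial cells; signal is the percent of cells scored E-selectin positive by PE staining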
Target sequence (P16581 whole entry, looked up): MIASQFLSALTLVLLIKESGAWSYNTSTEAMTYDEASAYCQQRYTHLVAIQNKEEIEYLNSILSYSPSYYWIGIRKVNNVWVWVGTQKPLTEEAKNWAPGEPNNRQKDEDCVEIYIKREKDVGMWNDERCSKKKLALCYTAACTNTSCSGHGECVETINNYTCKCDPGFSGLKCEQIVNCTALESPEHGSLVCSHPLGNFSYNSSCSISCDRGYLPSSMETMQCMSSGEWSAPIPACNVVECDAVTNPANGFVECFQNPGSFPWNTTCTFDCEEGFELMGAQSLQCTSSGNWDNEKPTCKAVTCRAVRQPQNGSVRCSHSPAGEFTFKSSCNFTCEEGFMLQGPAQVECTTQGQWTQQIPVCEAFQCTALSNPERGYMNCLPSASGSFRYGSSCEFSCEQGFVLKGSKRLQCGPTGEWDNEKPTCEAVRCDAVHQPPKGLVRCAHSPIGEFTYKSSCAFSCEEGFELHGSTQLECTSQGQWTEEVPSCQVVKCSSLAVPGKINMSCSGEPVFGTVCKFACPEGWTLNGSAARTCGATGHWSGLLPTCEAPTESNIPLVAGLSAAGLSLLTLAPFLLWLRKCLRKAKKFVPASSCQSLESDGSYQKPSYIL
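Read-out basis: % PE-positive cells; Test system: HUVEC primary endothelial cells; Technique: immunofluorescence imaging; Dosing: single-point compound dose.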
RAD52 anneal inh: inhibitors of human RAD52 DNA annealing | recombinant RAD52 DNA annealing, FRET fluorescence | P43351 | hit rate 0.46% among 360,000 | AID 651710 | inhibition, % at 18.7 µM;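 active means every replicate showing at least 50% inhibition; inconclusive means mean inhibition at least 50% but not in every replicate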
S100A4 inh HTS: blocks human S100A4 binding to myosin IIA peptide; P26447; S100A4/TAMRA-MyoIIA peptide fluorescence polarization; inhibition, % at 10.7 µM; hit rate 0.14% among 360,000;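 active means mean inhibition of at least 70% across replicates, with every replicate also reaching that level; inconclusive means mean inhibition reaches 70% but some replicates fall short; inactive means mean inhibition below 70%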
Target sequence (P26447 whole entry, looked up): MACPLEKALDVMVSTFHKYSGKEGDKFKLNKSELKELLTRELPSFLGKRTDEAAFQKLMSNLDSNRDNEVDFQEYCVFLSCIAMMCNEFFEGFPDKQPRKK
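Material: S100A4 monomer protein | Medium: HEPES pH 7.2 with CaCl2, KCl, NaCl, DTT, Triton | Reagent: Labelled myosin peptide probe, 5 nM | Doses: One dose per compound | Times: 5 min incubation before reading | Benchmarks: Neutral control DMSO, positive control TFP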
ERp5 block: blocks human ERp5 reductase activity on insulin; Q15084; ERp5 insulin aggregation, absorbance 650 nm, 90 min; inhibition, % at 9.99 µM; hit rate 0.05% among 350,000; AID 651711;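 active means mean replicate inhibition above about 25%, with every replicate also reaching it, limit read from the data, passing the limit was not always enough; inconclusive means only one of those two criteria met; inactive means neither criterion met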
RAD54 branch: blocks human RAD54 Holliday junction branch migration | inhibition, % at 10.4 µM | hit rate 0.14% among 360,000 | Q92698 | AID 602329 | FAM/BHQ fluorescence;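 active means mean normalized replicate activity at least 40 and at least half of replicates scoring 40 or more; inconclusive means only one of the two criteria met; inactive means mean below 40 and under half of replicates reaching 40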;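 further: 0% = median of neutral control wells and 100% = median of positive control wells; inhibitors cause a drop in the FAM fluorescence signal; in these data hits start at about 50%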
* marks the source's active call; other numbers are inactive results.

Results for Cc1ccc(S(=O)(=O)N(C)C[C@@H]2OCc3ccccc3-c3ccccc3C(=O)N([C@@H](C)CO)C[C@@H]2C)cc1 ?
esBAF inh: 7.6; XiGFP reactiv: 0.2; ERAP1 HTS inh: 0.8; E-sel inducer: -0.3; RAD52 anneal inh: 11.4; S100A4 inh HTS: 39.2; ERp5 block: -2.4; RAD54 branch: 2.5

How did CC(OC(=O)c1ccc2ccccc2n1)C(=O)c1ccccc1 (configuration not stated) do in these assays?
XiGFP reactiv: 0.5; ERAP1 HTS inh: -1.1; RAD52 anneal inh: -1.7; S100A4 inh HTS: 1.4; ERp5 block: -1.8

What do the screens show for `O=C(NC(Cc1ccccc1)C(=O)O)c1ccco1` (configuration not stated)?
XiGFP reactiv: 0.0; ERAP1 HTS inh: 0.2; RAD52 anneal inh: -2.4; S100A4 inh HTS: 2.8; ERp5 block: 6.2

What do the screens show for `O=C(OCc1ccccc1)c1ccccc1`?
esBAF inh: 14.1; ERAP1 HTS inh: 0.6; RAD52 anneal inh: -0.3; S100A4 inh HTS: -11.5; ERp5 block: -0.7; RAD54 branch: 1.4

What do the screens show for `Cc1sc(N/N=C/c2cc([N+](=O)[O-])ccc2O)nc1-c1ccccc1`?
XiGFP reactiv: 0.0; ERAP1 HTS inh: -3.9; E-sel inducer: 6.0; RAD52 anneal inh: -8.8; S100A4 inh HTS: -5.0; ERp5 block: 2.0

Results for C[C@@H]1CN([C@H](C)CO)C(=O)c2cc(C#CCN(C)C)cnc2O[C@@H]1CN(C)Cc1cccc(F)c1 ?
esBAF inh: 1.2; XiGFP reactiv: -1.0; ERAP1 HTS inh: 4.6; E-sel inducer: -0.2; RAD52 anneal inh: -5.1; S100A4 inh HTS: -3.2; RAD54 branch: -2.6

Results for CCOC(=O)C1CCN(C(=O)Cn2c(=O)oc3cc(S(=O)(=O)N4CCCC4)ccc32)CC1 ?
esBAF inh: -7.4; XiGFP reactiv: 0.1; E-sel inducer: 0.0; RAD52 anneal inh: 10.0; S100A4 inh HTS: 0.5; ERp5 block: 2.8; RAD54 branch: -2.1

How did CCOC(=O)N1CCN(CCC(=O)Nc2cc(C)ccc2C)CC1 do in these assays?
esBAF inh: -6.4; XiGFP reactiv: 0.0; ERAP1 HTS inh: -1.6; RAD52 anneal inh: -10.2; S100A4 inh HTS: 0.8; ERp5 block: 3.9; RAD54 branch: 5.2

Results for COc1ccc(NC(=O)Cn2c(=O)n(CCC(=O)NCC3CCCO3)c(=O)c3cc(OC)c(OC)cc32)cc1 (configuration not stated) ?
esBAF inh: -1.0; XiGFP reactiv: -0.1; ERAP1 HTS inh: -0.4; RAD52 anneal inh: -3.3; S100A4 inh HTS: -1.1; ERp5 block: 1.5; RAD54 branch: -9.7

What do the screens show for `Nc1nc(SCC(=O)NC2CCCCC2)[nH]c(=O)c1-c1ccccc1`?
esBAF inh: -7.1; ERAP1 HTS inh: -1.7; RAD52 anneal inh: -7.8; S100A4 inh HTS: -1.5; ERp5 block: 1.5; RAD54 branch: 16.4

What do the screens show for `N/C(=N\c1nc2c(c(=O)[nH]1)CCC2)Nc1ccccc1C(F)(F)F`?
esBAF inh: -4.0; ERAP1 HTS inh: -5.6; RAD52 anneal inh: -20.7; S100A4 inh HTS: 24.4; ERp5 block: 2.6; RAD54 branch: -11.2

Results for Cc1cccc(NC(=S)N2CCCC2)c1 ?
esBAF inh: 3.0; XiGFP reactiv: 0.0; ERAP1 HTS inh: -2.9; E-sel inducer: 0.0; RAD52 anneal inh: -0.4; S100A4 inh HTS: -17.5; ERp5 block: -1.0; RAD54 branch: -7.8

What do the screens show for `O=C(Cc1ccc([N+](=O)[O-])cc1)NCc1ccccn1`?
XiGFP reactiv: 1.4; ERAP1 HTS inh: 1.4; E-sel inducer: 0.0; RAD52 anneal inh: -8.6; S100A4 inh HTS: -3.2; ERp5 block: 0.2

How did COC(=O)Cn1c(=O)c2c(nc3n2CCCN3Cc2ccccc2)n(C)c1=O do in these assays?
esBAF inh: -6.0; XiGFP reactiv: 0.1; ERAP1 HTS inh: 0.5; RAD52 anneal inh: -10.6; S100A4 inh HTS: -5.4; ERp5 block: 0.4; RAD54 branch: -5.8

Results for C[C@H]1CCCCO[C@H](CN(C)C(=O)CCC(F)(F)F)[C@@H](C)CN([C@@H](C)CO)C(=O)c2cc(NC(=O)Cc3ccccc3)ccc2O1 ?
esBAF inh: 1.7; XiGFP reactiv: -0.2; ERAP1 HTS inh: -1.7; E-sel inducer: 0.1; RAD52 anneal inh: 9.8; S100A4 inh HTS: -5.2; ERp5 block: 1.8; RAD54 branch: 3.4

How did Cc1cc(N2CCN(S(=O)(=O)c3ccccc3)CC2)nc2c(C)cccc12 do in these assays?
esBAF inh: -2.4; XiGFP reactiv: 1.8; ERAP1 HTS inh: -3.9; E-sel inducer: 0.2; RAD52 anneal inh: -8.6; S100A4 inh HTS: 0.4; ERp5 block: 5.4; RAD54 branch: 1.0

Results for CCOC(=O)CN(C(=O)COc1nc(-c2ccccc2)cc(C)c1C#N)c1ccccc1 ?
XiGFP reactiv: 0.4; ERAP1 HTS inh: -0.6; RAD52 anneal inh: -12.0; S100A4 inh HTS: -12.1; ERp5 block: 2.6

How did Cc1ccc(-c2nnn(CC(=O)N(c3cccc(F)c3)C(C(=O)NC3CCCC3)c3ccco3)n2)o1 (configuration not stated) do in these assays?
esBAF inh: 2.9; ERAP1 HTS inh: 0.1; RAD52 anneal inh: 0.9; S100A4 inh HTS: 0.7; ERp5 block: -4.3; RAD54 branch: -10.1

What do the screens show for `Cc1cc(C)cc(C(=O)NC(CC(N)=O)c2ccc(NCC3CC3)c([N+](=O)[O-])c2)c1` (configuration not stated)?
esBAF inh: -6.7; XiGFP reactiv: -0.1; E-sel inducer: 0.1; RAD52 anneal inh: -8.1; S100A4 inh HTS: -3.1; ERp5 block: 1.0; RAD54 branch: 17.8

How did CCC(=O)N1[C@@H]2Cn3c(ccc(-c4ccccc4F)c3=O)[C@H]1[C@@H](C(=O)NC1CCCC1)[C@@H]2CO do in these assays?
esBAF inh: 3.4; XiGFP reactiv: 0.0; ERAP1 HTS inh: -4.9; E-sel inducer: 0.0; RAD52 anneal inh: -9.3; S100A4 inh HTS: -5.8; ERp5 block: -1.7; RAD54 branch: 0.0

What do the screens show for `COc1ccc(S(=O)(=O)Nc2ccc3c(c2)C(=O)N([C@H](C)CO)C[C@@H](C)[C@@H](CN(C)C(=O)CCCN(C)C)OCCCC[C@@H](C)O3)cc1`?
esBAF inh: 1.2; XiGFP reactiv: 0.1; ERAP1 HTS inh: -12.6; E-sel inducer: 0.1; RAD52 anneal inh: 12.1; S100A4 inh HTS: 8.7; ERp5 block: -3.9; RAD54 branch: 21.6

What do the screens show for `CCC(C(=O)NCCCN1CCN(C)CC1)n1nc(C)c2sc3ccccc3c2c1=O` (configuration not stated)?
esBAF inh: -7.1; XiGFP reactiv: 0.0; ERAP1 HTS inh: -3.5; RAD52 anneal inh: 5.1; S100A4 inh HTS: -5.3; ERp5 block: 4.2; RAD54 branch: -1.6

What do the screens show for `Cc1cc(NC(=O)CSCC(=O)N(C)Cc2ccc(Cl)cc2Cl)no1`?
esBAF inh: -6.5; XiGFP reactiv: 0.1; ERAP1 HTS inh: -1.9; E-sel inducer: 0.0; RAD52 anneal inh: 10.4; S100A4 inh HTS: -4.0; ERp5 block: -1.8; RAD54 branch: 5.1

What do the screens show for `COCC(=O)Nc1ccc2c(c1)[C@H]1C[C@@H](CC(=O)OC)O[C@H](CO)[C@H]1O2`?
esBAF inh: -2.4; XiGFP reactiv: -0.1; E-sel inducer: -0.5; RAD54 branch: 4.2

How did COc1ccc2cc(C(c3nnnn3Cc3ccc(F)cc3)N3CCCCCC3)c(=O)[nH]c2c1 (configuration not stated) do in these assays?
esBAF inh: -0.7; ERAP1 HTS inh: -1.3; RAD52 anneal inh: -23.5; S100A4 inh HTS: -0.2; ERp5 block: -0.9; RAD54 branch: -3.7

Results for O=C(C[C@@H]1C[C@H]2c3cc(NS(=O)(=O)c4ccccc4)ccc3O[C@H]2[C@H](CO)O1)N1CCCCC1 ?
esBAF inh: 2.1; XiGFP reactiv: 0.0; ERAP1 HTS inh: -1.9; E-sel inducer: -0.4; RAD52 anneal inh: 7.3; S100A4 inh HTS: 8.1; ERp5 block: -0.1; RAD54 branch: 1.8

How did CCN1C(=O)[C@H]2[C@H]3CN=C(SCC4CC4)N3[C@@](CC)(C(=O)OC)[C@H]2C1=O do in these assays?
esBAF inh: -2.1; XiGFP reactiv: 0.2; ERAP1 HTS inh: -2.3; RAD52 anneal inh: -7.4; S100A4 inh HTS: -1.5; ERp5 block: -5.3; RAD54 branch: -17.4

Results for O=C(N/N=C/c1ccccc1)c1cc(=O)[nH]c2ccccc12 ?
XiGFP reactiv: 0.0; ERAP1 HTS inh: -1.4; E-sel inducer: -0.3; RAD52 anneal inh: -16.7; S100A4 inh HTS: -1.0; ERp5 block: inconclusive; RAD54 branch: 4.2

Results for COc1ccc(C2CC(c3ccccc3O)=NN2C(=O)c2ccccc2)cc1OC (configuration not stated) ?
esBAF inh: 7.4; XiGFP reactiv: 0.2; ERAP1 HTS inh: -2.8; E-sel inducer: -0.4; RAD52 anneal inh: -7.9; S100A4 inh HTS: 0.3; ERp5 block: inconclusive; RAD54 branch: 12.9

Results for Cc1cccc[n+]1CC(=O)Nc1ccc([N+](=O)[O-])cc1 ?
esBAF inh: 1.0; XiGFP reactiv: 0.0; ERAP1 HTS inh: -2.9; RAD52 anneal inh: -17.1; S100A4 inh HTS: -16.1; ERp5 block: 1.5; RAD54 branch: -1.3

What do the screens show for `Cc1cc(OCC(=O)Nc2ccc(S(=O)(=O)N3CCN(C)CC3)cc2)cc(C)c1Cl`?
esBAF inh: -8.0; ERAP1 HTS inh: -0.6; RAD52 anneal inh: -8.2; S100A4 inh HTS: -1.1; ERp5 block: -0.2; RAD54 branch: -3.7

Results for Cc1cccc(C)c1NC(=S)N(CCCN1CCN(C)CC1)Cc1cccs1 ?
XiGFP reactiv: -0.1; ERAP1 HTS inh: -3.3; RAD52 anneal inh: 3.1; S100A4 inh HTS: -14.8; ERp5 block: 3.6

How did C1CCN(CCCNC2C3CC4CC(C3)CC2C4)C1 (configuration not stated) do in these assays?
esBAF inh: -6.3; XiGFP reactiv: -0.3; ERAP1 HTS inh: 0.4; E-sel inducer: -2.9; RAD52 anneal inh: -4.6; S100A4 inh HTS: 6.5; ERp5 block: 1.4; RAD54 branch: -6.4

Results for C/C(=N\NC(=O)Cc1ccccc1)c1cccs1 ?
esBAF inh: 16.7; ERAP1 HTS inh: 1.7; RAD52 anneal inh: 1.5; S100A4 inh HTS: 8.4; ERp5 block: 0.9; RAD54 branch: -2.3

What do the screens show for `O=C(/C=C/c1ccccc1)N/C(=C/c1ccccc1)C(=O)NCCCO`?
esBAF inh: 3.2; XiGFP reactiv: 0.0; ERAP1 HTS inh: 0.9; RAD52 anneal inh: -9.4; S100A4 inh HTS: 0.2; ERp5 block: -0.2

How did CCOc1ccc(N(C)Cc2cc(=O)oc3ccc(OC)cc23)cc1 do in these assays?
esBAF inh: 1.9; XiGFP reactiv: 0.3; ERAP1 HTS inh: 4.9; RAD52 anneal inh: -3.0; S100A4 inh HTS: -1.3; ERp5 block: -2.6; RAD54 branch: -15.6
